# MBNL1-CUG inh: MBNL1-poly(CUG) RNA binding inhibition | Q9NR56 | TR-FRET MBNL1-His/biotin-(CUG)12 binding, 665/545 ratio | Potency, µM (top dose mostly 57.5 µM), for the others: top-dose activity change, negative = inhibition, most hits filed as inhibitors | actives 0.036% (n = 280,000) | AID 2675; active = well fitted inhibition curve with a large enough effect in the signal ratio, with a control signal flat, not every such curve was filed as active; inconclusive = small, poorly fitted or top-dose-only effect, or effect the other way, or a change in a side signal; inactive = no such curve, though single readings can be large or run the other way; the % refers to the signal ratio; also: potency is read from the fitted curve at half-maximal effect; % is scaled to controls: 0 for no effect and ±100 for the full control effect
# Target sequence (Q9NR56 whole entry, looked up): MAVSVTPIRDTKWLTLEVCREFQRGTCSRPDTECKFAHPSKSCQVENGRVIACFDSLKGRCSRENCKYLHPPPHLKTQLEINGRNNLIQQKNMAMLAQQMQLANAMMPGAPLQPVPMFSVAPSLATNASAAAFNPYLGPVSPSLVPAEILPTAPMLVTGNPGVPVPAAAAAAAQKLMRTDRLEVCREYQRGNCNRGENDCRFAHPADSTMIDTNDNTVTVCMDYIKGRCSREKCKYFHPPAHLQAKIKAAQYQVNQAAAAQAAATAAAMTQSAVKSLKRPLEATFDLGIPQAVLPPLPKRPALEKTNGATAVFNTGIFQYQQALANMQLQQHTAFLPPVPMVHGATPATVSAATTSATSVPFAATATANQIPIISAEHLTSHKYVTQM
#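 TR-FRET readout: Ex 340 nm, 665/545 nm emission ratio, normalized to buffer-only (basal) and MBNL1-(CUG)12 controls. Complex of MBNL1-His with Biotin-(CUG)12, compounds 92 nM–58 uM, incubated 60 min at room temperature.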
# TCR act: activates T cell receptor signaling. primary human leukocytes, anti-CD3, IL-2 HTRF, 48 h. Potency, µM (series often up to 9.22 µM), for inactives: at the top dose activation of IL-2 secretion, usual class: activators. 330,000 tested, under 10 active. AID 504894; also: % of control where 0% means no effect
#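 Compounds are tested in HTS on primary human leukocytes co-incubated with a-CD3 beads for 48 hr. IL-2 output is measured by time-resolved FRET.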
# MLL CXXC-DNA inh: inhibitors of human MLL CXXC domain-DNA interaction. Potency, µM (series often up to 115 µM), for the others: at the top dose activity change, negative = inhibition, most hits filed as inhibitors. actives 0.037% (n = 290,000). MLL-CXXC / FITC-HOXA9 DNA fluorescence polarization. Q03164. AID 2662; active = well fitted inhibition curve with a large enough effect in the polarisation, with a control signal flat, not every such curve was filed as active; inconclusive = small, poorly fitted or top-dose-only effect, or effect the other way, or a change in a side signal; inactive = no such curve, though single readings can be large or run the other way; the % refers to the polarisation; also: potency is read from the fitted curve at half-maximal effect
#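 Fluorescence polarization: 7 uM MLL-CXXC (stock) preincubated 5 min with compounds, then 50 nM fluorescein-HOX-A9 DNA (stock) added; 30 min ambient. Buffer 50 mM Tris-HCl pH 7.5, 50 mM NaCl, 1 mM DTT, 0.05% BSA.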
# TSG101-PTAP inh: blocks PTAP/TSG101 interaction to inhibit HIV-1 budding | AID 493005 | Potency, µM (top dose mostly 115 µM), for inactives: top-dose activity change, negative = inhibition, usual class: inhibitors | 340,000 tested, under 10 active | Fluorescence polarization, FITC-PTAP peptide / Tsg101 binding | Q99816; active = well fitted inhibition curve with a large enough effect in the main read-out, with a control signal flat, not every such curve was filed as active; inconclusive = small, poorly fitted or top-dose-only effect, or effect the other way, or a change in a side signal; inactive = no such curve, though single readings can be large or run the other way; also: potency is read from the fitted curve at half-maximal effect; % of control where 0% means no effect
#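 Fluorescence polarization binding of Tsg101 binding domain (10 uM final) to FITC-labeled PTAP peptide (50 nM final) in HEPES pH 7.5 buffer with NaCl, Tween 20, EDTA, TCEP. Compounds added before peptide; binding 20 min at RT.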
# S-ASM inh: human S-ASM enzyme inhibition; placental ASM, HMU-PC fluorogenic substrate, 60 min; AID 504937; Potency, µM (doses to about 57.5 µM), for inactives: top-dose activity change, negative = inhibition, hits mostly inhibitors; actives 0.006% (n = 340,000); also: potency is read from the fitted curve at half-maximal effect
#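 Fluorogenic HMU-PC substrate (9 uM final) is turned over by placental ASM in 60 min at 37 C after a 10 min compound preincubation. Reaction ended by alkaline stop (pH 10), with fluorescence read at 386/447 nm.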
# AT treatment: candidate therapy for ataxia-telangiectasia | Potency, µM (top dose mostly 57.5 µM), for inactives: at the top dose activation, most hits filed as activators | actives 0.19% (n = 320,000) | […] A-T fibroblasts, KAP-1 phosphorylation AlphaLISA; neocarzinostatin DNA damage 30 min before lysis; also: potency is read from the fitted curve at half-maximal effect; % of control where 0% means no effect; nearly all actives have a fitted effect of over 45% in size
#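 hTERT-immortalized A-T patient fibroblasts ([…]), 500 cells/well in OPTI-MEM, 1% FBS, got compounds for 60 min, then NCS for 30 min at 37C. Lysates were then assayed for phospho-KAP-1 by AlphaLISA (anti-pKAP1 donor, anti-KAP1 acceptor beads), 6 hr at 25C.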
# Menin-MLL TR inh: inhibitors of human menin-MLL interaction, mutant MLL peptide. O00255. Menin + Texas Red MLL mutant peptide, fluorescence polarization. Potency, µM (series often up to 61.6 µM), for the others: at the top dose FP activity change, negative = inhibition, usual class: inhibitors. actives 0.23% (n = 270,000); active = well fitted inhibition curve with a large enough effect in the polarisation, with a control signal flat, not every such curve was filed as active; inconclusive = small, poorly fitted or top-dose-only effect, or effect the other way, or a change in a side signal; inactive = no such curve, though single readings can be large or run the other way; the % refers to the polarisation; also: potency is read from the fitted curve at half-maximal effect; % of control where 0% means no effect; many of its hits are not listed in these tables
# Target sequence (O00255 whole entry, looked up): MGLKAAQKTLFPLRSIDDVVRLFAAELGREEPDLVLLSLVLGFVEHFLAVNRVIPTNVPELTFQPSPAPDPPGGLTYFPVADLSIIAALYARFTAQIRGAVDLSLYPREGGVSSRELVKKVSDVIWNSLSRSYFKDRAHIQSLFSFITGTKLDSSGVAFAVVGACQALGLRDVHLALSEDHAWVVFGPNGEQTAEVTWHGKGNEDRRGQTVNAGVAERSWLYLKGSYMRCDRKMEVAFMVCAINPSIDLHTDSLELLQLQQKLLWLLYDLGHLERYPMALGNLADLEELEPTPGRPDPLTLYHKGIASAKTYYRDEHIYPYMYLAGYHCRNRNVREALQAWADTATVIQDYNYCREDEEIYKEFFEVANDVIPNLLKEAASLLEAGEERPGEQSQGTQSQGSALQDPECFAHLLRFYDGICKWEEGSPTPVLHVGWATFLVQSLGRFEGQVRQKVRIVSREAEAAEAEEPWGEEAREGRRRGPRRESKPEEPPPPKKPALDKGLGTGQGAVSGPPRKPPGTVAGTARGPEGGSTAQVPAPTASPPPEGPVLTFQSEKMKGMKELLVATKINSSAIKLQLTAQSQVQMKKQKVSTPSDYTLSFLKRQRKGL
# a7 integrin act: activates integrin-mediated alleviation for muscular dystrophy; actives 0.064% (n = 350,000); Potency, µM (doses to about 38.3 µM), for the others: at the top dose activation, usual class: activators; alpha7betagal myoblasts, beta-gal FDG fluorescence, 48 h;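 also: potency is read from the fitted curve at half-maximal effect; 100% = response of the positive control SU9516; nearly all actives have a fitted effect of over 60% in size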
#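 Alpha7betagal+/- myoblasts (passage 13) were plated 16-24 hr, then exposed to compounds (1:260 dilution of DMSO stock) for 48 hours at 37C. After MPER lysis, β-galactosidase reporter activity was read as FDG fluorescence (ex 480/em 540) after 30 minutes.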
# TSHR antag: antagonists of human thyroid stimulating hormone receptor; TSHR-expressing cells, TSH-stimulated cAMP HTRF, 2 h; hits give low values; activity change, negative = inhibition, % at 11.5 µM; AID 504810; actives 0.2% (n = 330,000);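 active = activity change below a set negative limit, meaning inhibition stronger than a set level, cut at about -70% in these data; inconclusive = activity change between two set negative limits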; also: % is scaled to controls: 0 for no effect and ±100 for the full control effect
#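 Cell-based HTRF cAMP assay; TSHR cells + compound, TSH EC80 (4nM final), 2 h, 37 deg C. Lysis with anti-cAMP cryptate and cAMP-d2, 30 min RT, read 665/620 nm.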
# Mito fusion act: inhibitors of mitochondrial division or activators of mitochondrial fusion; S. cerevisiae fusion-defective mutant growth rescue, CellTiterGlo 48 h; Potency, µM (highest dose often 46.1 µM), for inactives: at the highest dose growth rescue (activation), most hits filed as activators; actives 0.23% (n = 320,000); AID 485298;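 also: potency is read from the fitted curve at half-maximal effect; % of control where 0% means no effect; nearly all actives have a fitted effect of over 45% in size; temperature-sensitive fusion mutants such as fzo1-1 at 37 °C on non-fermentable ethanol glycerol medium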
#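 Luminescent cell viability in 1536-well qHTS format served as the measure of rescued growth in ts fusion-mutant S. cerevisiae cultured on non-fermentable YPEG for 48 hours at 37C.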
# The depositor's hits bear a star; i = inactive; ? = inconclusive; / = not tested or not shown; [ ] = dose if it differs, or a comment. Unless noted, calls follow the shape of the dose curve; as a rule, active = well fitted curve in the direction sought with a large enough effect; inconclusive = small, poorly fitted or top-dose-only effect, or another doubt; inactive = no such curve, though single readings can be large; an effect the other way counts as inactive or inconclusive. This is a subset. The share of hits here may be higher or lower than overall.
SMILES,MBNL1-CUG inh,TCR act,MLL CXXC-DNA inh,TSG101-PTAP inh,S-ASM inh,AT treatment,Menin-MLL TR inh,a7 integrin act,TSHR antag,Mito fusion act
COc1ccc(/C=C/C(=O)N(c2ccccn2)C2CCCCC2)cc1OC,11%,0%,3%,-10%,2%,-2%,-15%,13%,3,-1%
CC(C)[C@H](NC(=O)c1ccccc1)C(=O)OCC(=O)N1CCCc2ccccc21,/,0%[46.1 µM],4%,-7%,3%,/,-17%,21%,-9,-9%
CC(=O)O[C@H]1CC(=O)OC(C)(C)C2CC(=O)[C@]3(C)C(CC[C@@](C)([C@@H](O[C@@H]4O[C@H](CO)[C@@H](O)[C@H](O)[C@H]4O)c4ccoc4)[C@@]34O[C@@H]4C(=O)O)[C@]21C (stereo partly drawn),/,1%,/,-5%,3%,-1%,/,17%,21,-5%
CCc1c(C)nc2ncnn2c1N1CCCC(C(=O)NCc2ccc3c(c2)OCO3)C1 (stereo not drawn),-11%,-2%,31%[activator],-2%,4%,13%,-15%,0%,-6,-1%
COC(=O)Cc1ccc(N(Cc2ccccc2F)S(=O)(=O)c2ccc(C)cc2)cc1,-2%,-7%,-4%,0%,-15%,/,2%,-15%,4,1%
CCOC(=O)CC(NC(=O)CCc1c(C)nc2nc(C)nn2c1C)c1ccc(C)cc1 (stereo not drawn),-1%,6%,-5%,1%,-1%,3%,-3%,-17%,8,0%
CCOc1ccc(NC(=O)CN(C)C(=O)c2ccccc2SCc2c(C)noc2C)cc1OCC,/,-6%,/,-9%,2%,2%,/,-15%,18,-2%
Cc1ccc(S(=O)(=O)CC(=O)Nc2nc(C(C)(C)C)cs2)cc1,-2%,-3%,8%,-9%,-1%,2%,2%,-5%,-5,20%
CC(C(=O)OCC(=O)N(C)C1(C#N)CCCCC1)N1C(=O)c2ccccc2C1=O (stereo not drawn),/,3%,/,-4%,4%,9%,/,25%,14,1%
CCOc1ccc(N(CC(=O)N/N=C/c2cccnc2)S(C)(=O)=O)cc1,-1%,0%,23%,-3%,0%,0%,2%,-3%,7,-4%
Cc1cccnc1NC(=O)c1ccccc1NC(=O)C(C)(C)C,3%,-2%[46.1 µM],-7%,-1%,3%,1%,4%,-11%,-2,2%
Cc1cccc(/C=N/c2sc3c(c2C(=O)OC(C)(C)C)CCN(C)C3)c1O,7%,-1%[46.1 µM],?,-2%,-5%,-1%,0%,2%,-9,2%
COc1ccc(/C=N/NS(=O)(=O)c2ccc(C)cc2)cc1OC(=O)c1ccccc1,-11%,0%,1%,-8%,-18%,/,?,-26%,/,1%
O=C(c1ccc(Br)o1)N1CCN(c2ccccc2F)CC1,-2%,1%,5%,-4%,1%,-1%,-25%,21%,-7,5%
Cc1ccc(NC(=O)N2CCCC(c3nc(-c4ccc(F)cc4)no3)C2)cc1 (stereo not drawn),2%,4%,0%,-1%,-8%,-7%,/,1%,-9,23%
CC(c1ccco1)N(C(=O)c1cccc(Br)c1)c1ccccn1 (stereo not drawn),0%,2%,9%,-3%,4%,-1%,0%,-32%,28,5%
CCOC(=O)C1=C(COC(=O)CNC(=O)c2ccc(Cl)cc2Cl)NC(=O)NC1C (stereo not drawn),/,1%,/,0%,5%,1%,/,19%,-10,-5%
CC1CCCCN1C(=O)COC(=O)/C=C/c1ccc2ccccc2n1 (stereo not drawn),?,-2%,-6%,0%,-2%,-3%,-9%,-27%,1,-3%
CCOC(=O)N1CCC(=NNC(=O)c2cc3ccccc3cc2O)CC1,/,-7%[46.1 µM],-13%,1%,0%,0%,?,3%,7,-1%
COc1ccc(Nc2nc(C)nc3sc4c(c23)CCC4)cc1O,5%,10%,-4%,-4%,3%,3%,-2%,-22%,-12,9%
CN(C(=O)c1ccc2c(c1)OCO2)C1CCCCC1,1%,2%,15%,-2%,5%,0%,/,-29%,16,1%
CC(C)(C)NS(=O)(=O)c1ccc(NC(=O)C(Sc2ccccc2)c2ccccc2)cc1 (stereo not drawn),5%,1%,-3%,-8%,-10%,5%,?,-70%[inhibitor],-3,14%
C=Cc1ccc(Cn2c(=O)n(C)c(=O)c3sccc32)cc1,-1%,-7%,5%,-2%,2%,-2%,3%,-28%,-22,4%
O=C(COc1ccccc1)Nc1ccc(N2CCCCC2)cc1,/,-6%,/,-5%,1%,0%,/,?,3,-2%
CCOC(=O)N1CCN(C(=O)c2c[nH]c3ccc(S(=O)(=O)N(C)c4cccc(C)c4)cc3c2=O)CC1,-7%,-4%,-2%,-2%,6%,6%,2%,-35%,16,2%
COC(=O)c1ccc(C(=O)N2CCCC(N3CCN(c4ccc(F)cc4)CC3)C2)nc1 (stereo not drawn),3%,2%,6%,-1%,1%,3%,-13%,15%,-3,-2%
Cn1c(=O)c2cn(Cc3ccc(Cl)cc3)cc2n(C)c1=O,-6%,-2%,1%,61%[activator],-1%,7%,18%,18%,/,-3%
C[C@@H]1CN([C@H](C)CO)C(=O)c2cccc(NC(=O)c3ccncc3)c2O[C@@H]1CN(C)Cc1ccc(C(=O)O)cc1,/,-1%,/,-2%,-6%,22%,/,6%,30,/
C[C@]12CCC(=O)CC1CCC1C2CC[C@@]2(C)C1CC[C@@]21CCO1 (stereo partly drawn),-2%,-5%,20%,1%,6%,17%,?,8%,18,3%
Cn1cnnc1SCC(=O)NN1C(=O)NC(C)(c2ccccc2)C1=O (stereo not drawn),/,2%,-4%,-2%,-1%,6%,/,25%,15,2%
COC(=O)c1ccccc1NC(=O)C1CC=CCC1C(=O)O (stereo not drawn),-17%,-3%,6%,-2%,2%,6%,2%,-25%,13,-1%
COc1ccc(-n2c(CCc3ccccc3)nnc2SCC(=O)NCc2ccccc2)cc1,-1%,1%,-3%,4%,-1%,5%,-9%,3%,0,6%
COc1ccc(CCN2CC(C(=O)NCCN3CCOC3=O)CCC2=O)cc1 (stereo not drawn),0%,2%,-2%,0%,0%,11%,13%,?,6,4%
COc1cc(C(=O)NC(=S)N2CCCCCC2)cc(OC)c1OC,-1%,-2%,6%,-4%,3%,4%,5%,-11%,-2,0%
COc1cccc(C(=O)Nc2ccccc2F)c1,-11%,-5%,-4%,-2%,6%,4%,2%,8%,-8,-2%
NC(N)=N[C@@H](CCC(=O)O)C(=O)O,/,/,7%,/,/,/,6%,/,-4,1%
O=C1NC(c2ccccc2)N=C2Oc3ccccc3C=C12 (stereo not drawn),/,-5%,/,2%,i,/,/,17%,/,/
CC(C)=NOc1nc(N(C)C)nc(N2CCOCC2)n1,-11%,1%,7%,0%,-3%,?,/,0%,19,1%
O=C(CN1CCCc2ccccc21)NC(=O)NC1CCCCC1,/,1%,4%,-4%,6%,4%,-14%,-7%,6,-5%
COc1ccc(Cl)cc1NC(=O)COC(=O)CCc1cc(OC)c(OC)c(OC)c1,-2%,11%,0%,-1%,-3%,-2%,19%,4%,-4,5%
CN(C)CCNC(=O)C(=O)c1c(-c2ccccc2)cc2ccccn12,?,-6%,-1%,0%,-7%,-7%,-12%,23%,2,-7%
Cn1c(=O)oc2cc(S(=O)(=O)N3CCC(C(=O)N4CC=C(c5ccccc5)CC4)CC3)ccc21,11%,2%,16%,-1%,-17%,18%,6%,4%,-9,0%
O=c1[nH]c(C2CCN(S(=O)(=O)c3ccc4c(c3)OCCO4)CC2)nc2c1nnn2Cc1ccc(F)cc1,-1%,-1%,11%,0%,66%[activator],3%,50%[activator],-14%,-14,-3%
Brc1ccc(-c2cn3ccccc3n2)s1,22%,4%,5%,-7%,1%,3%,3%,9%,-15,3%

# Retrieved by compound from the list above, 2 records:
SMILES,MBNL1-CUG inh,TCR act,MLL CXXC-DNA inh,TSG101-PTAP inh,S-ASM inh,AT treatment,Menin-MLL TR inh,a7 integrin act,TSHR antag,Mito fusion act
CN(C)CCNC(=O)C(=O)c1c(-c2ccccc2)cc2ccccn12,?,-6%,-1%,0%,-7%,-7%,-12%,23%,2,-7%
O=c1[nH]c(C2CCN(S(=O)(=O)c3ccc4c(c3)OCCO4)CC2)nc2c1nnn2Cc1ccc(F)cc1,-1%,-1%,11%,0%,66%[activator],3%,50%[activator],-14%,-14,-3%

# Assay outcomes: PubChem, National Center for Advancing Translational Sciences (NCATS)
